Source: PubChem
Growth percent in the NCI-60 one-dose screen (48 h, 10 µM unless noted): 100 = growth as untreated, 0 = no growth, -100 = all killed.
SNB-19 = SNB-19 CNS cancer cells. 2.5% of 81,000 active. AID 1794751
SF-295 = SF-295 CNS cancer cells | 5.6% of 79,000 active
SF-539 = SF-539 CNS cancer. 6.8% of 81,000 active
SF-268 = SF-268 CNS cancer cells; 3.1% of 82,000 active; AID 1794759
NCI-H23 = NCI-H23 lung cancer | 4% of 80,000 active
A498 = A498 renal cancer cells | 5.4% of 76,000 active | AID 1794774
SNB-75 = SNB-75 CNS cancer; 5% of 79,000 active
U251 = U251 CNS tumor cells. 5.4% of 80,000 active
CAKI-1 = CAKI-1 renal cancer; 4.7% of 75,000 active; AID 1794772
* hit, by the source's call; x = not tested or not shown; & = joins results of further samples; ! = not active in a repeat. The calls were made as follows: active = growth percent below 10; inactive = the rest.

SMILES	SNB-19	SF-295	SF-539	SF-268	NCI-H23	A498	SNB-75	U251	CAKI-1
CC1(C)CC(=O)C2=C(C1)N(c1ccc(OC(F)(F)F)cc1)C(N)=C(C#N)C2c1ccccc1Br (stereo not given)	57	47	59	56	85	90	78	43	75
C/C=C\C(=O)OC	105	107	99	107	102	106	79	x	87
O=C(N/N=C/c1ccccc1)N/N=C/c1ccccc1	106&105	105&92	98&100	100&112	101&118	61	88&103	98&114	114&92
CCOC(=O)CNC	100	97	100	115	101	83	83	89	95
CCCn1c(=O)[nH]c(N)c([C@H]2c3ccccc3Oc3[nH]c(=O)n(CCC)c(=O)c32)c1=O	98	88	100	94	86	93	83	82	86
O=C(c1cccc(N2CCOCC2)n1)c1c[nH]c2ccccc12	99	100	89	94	93	85	82	92	76
CC(C)(C)OC(=O)N1C(=O)c2c(c3c4cc(Br)ccc4[nH]c3c3ccc4ccccc4c23)C1=O	103	108	94	102	x	100	97	99	94
COc1cc(C2=NN(C(C)=O)C(c3sc(N4CCOCC4)nc3Cl)C2)cc(OC)c1OC (stereo not given)	101	98	111	104	100	68	89	101	96
O=[N+]([O-])c1ccc(Oc2cccc3c(Oc4ccc([N+](=O)[O-])cc4[N+](=O)[O-])cccc23)c([N+](=O)[O-])c1	85	100	96	85	75	108	82	87	89
O=C(CCN1CCCC1)c1ccc(Br)cc1	99	105	105	93	101	91	82	130	97
O=C(c1ccccc1)c1nn(-c2ccccc2)/c(=N/N=Cc2cn(-c3ccccc3)nc2-c2cc3ccccc3oc2=O)s1	95	96	98	88	94	122	93	70	91
COc1cc(-c2c(-c3ccccc3)c[nH]c2C(N)=O)cc(OC)c1OC	99	101	104	100	101	69	92	106	87
Cc1ccc(NCN2C(=O)c3ccccc3C2=O)cc1Cl	92	106	107	110	99	86	83	x	92
C/C(=N\N=C\c1ccc(Cl)cc1)c1nnn(-c2ccc([N+](=O)[O-])cc2)c1C	96	96	101	113	95	95	112	102	83
Cc1ccc(-c2nc3ccc(Cl)cn3c2NC2CCCCC2)o1	97	91	95	80	81	53	84	87	61
Cn1ccnc1C(=O)/C=C/C=C/c1ccc(C(=O)Nc2ccc(F)cc2)cc1	40	59	-25*	22	18	62	52	-1.5*	37
COc1cnccc1-c1nc2ccc3[nH]ncc3c2c2c1CCC2	101	99	58	75	98	57	65	104	47
O=c1ssc(=Nc2ccccc2)n1-c1ccccc1	98	111	97	113	106	111	88	101	96
O=c1ccc(-c2ccc(Oc3ccc(-c4ccc(=O)[nH]n4)cc3)cc2)n[nH]1	97	98	106	120	112	91	100	102	93
COC(=O)/C=C1/SC(N2N=C(c3cccs3)CC2c2ccc(OC)cc2)=NC1=O (stereo not given)	85	97	95	83	96	92	93	70	82

By substructure: the entries above with two or more sulfur atoms.
SMILES	SNB-19	SF-295	SF-539	SF-268	NCI-H23	A498	SNB-75	U251	CAKI-1
O=c1ssc(=Nc2ccccc2)n1-c1ccccc1	98	111	97	113	106	111	88	101	96
COC(=O)/C=C1/SC(N2N=C(c3cccs3)CC2c2ccc(OC)cc2)=NC1=O (stereo not given)	85	97	95	83	96	92	93	70	82

Further records.
SMILES	SNB-19	SF-295	SF-539	SF-268	NCI-H23	A498	SNB-75	U251	CAKI-1
CO/N=C(/C(=O)NC1C(=O)N2C(C(=O)O)=C(C[N+]3(C)CCCC3)CSC12)c1csc(N)n1 (stereo not given)	112	124	109	106	103	94	101	105	98
OCCCCCCNc1ncnc2cc(Cl)ccc12	x	99	93	97	95	104	x	97	90
CCOC(=O)CCCCCCCBr	109	114	103	102	110	130	88	94	110
NC(=O)c1cnc(N/N=C/c2ccc(Cl)cc2)nc1N	81	102	108	71	80	69	97	89	x
CC1=NC(=S)NC(c2ccccc2)/C1=C1/CC(c2ccccc2O)NN1 (stereo not given)	94	100	93	93	92	94	81	103	85
O=[N+]([O-])c1ccc(/C=N/NCc2nc(Nc3ccc(Cl)cc3)c3ccccc3n2)cc1	99	96	97	96	91	x	80	99	80
CC(NCCc1ccc(O)cc1)C(O)c1ccc(O)cc1 (stereo not given)	104	118	97	105	106	101	110	108	93
COc1cc(-c2nc3cc4nc5ccccc5[nH]c4cc3n2)ccc1OCc1ccccc1	103	99	101	99	83	111	89	99	84
COc1ccc(Oc2ccc(/C=C/C(=O)c3cc(OC)c(OC)c(OC)c3)cc2)cc1	92	101	110	104	97	76	93	100	89
Oc1ccccc1/C=N/c1ncn[nH]1	110	92	89	111	102	127	97	100	96
Cc1c(Cl)cccc1N=Cc1ccc2c(c1)OCO2	111	108	109	113	102	100	103	99	89
Nc1c(C(=O)Nc2cncc3ccccc23)sc2nc3c(cc12)C(=O)CCC3	86	85	91	99	98	x	94	97	86
CCCCC(CC)C(O)CC(C)=O (stereo not given)	105	104	107	103	95	102	118	108	108
Cc1ccc(C2=NN(C=O)C(c3cn(Cc4ccc(Cl)cc4)c4ccccc34)C2)cc1 (stereo not given)	86	95	83	91	101	94	98	94	74
CN1CCN(c2ccc(C(=O)/C=C/c3ccc(OC(F)F)cc3)cc2)CC1	47	47	-40*	81	28	52	74	-16*	66
Cc1cc2oc(/C=C/c3ccc(Cl)cc3)cc(=O)c2c(C)c1Cl	107	99	102	99	91	93	98	111	x
CSCC[C@@H]1NC(=O)Nc2nc3ccccn3c2C1=O	99	93	109	105	101	93	85	97	97
O=C(CCC(=O)c1nc2ncccc2[nH]1)NN1C(=O)CSC1c1ccccc1Cl (stereo not given)	95	101	105	96	98	91	87	99	83
O=C(Nc1ccc(Cl)cc1)Nc1ccccc1CNc1nc(Nc2ccc(OCCN3CCCC3)cc2)ncc1Cl	42	89	78	42	34	76	-17*	x	5.7*
Nc1[nH]nc2[nH]c(=O)n3c4ccccc4nc3c12	100	98	94	99	94	99	74	99	84
CCc1c(C)c2ccc3c(c2oc1=O)N=C(c1ccc(C)cc1)CO3	102	95	104	107	88	78	92	94	100
CCCCCCCCCCCCCCCCCC1=Nc2cc(C)c(C)cc2NC(=O)C1	111	94	91	103	x	108	87	x	93
CC1(C)CCC(=S)N1	100	100	96	95	102	103	95	106	95
NS(=O)(=O)c1ccc(NC(=O)Nc2nccs2)cc1	107	90	97	98	101	92	x	107	96
CCOC(=O)C1=C(c2ccccc2)N=c2s/c(=C/c3ccc(Br)cc3)c(=O)n2C1c1ccc(O)cc1 (stereo not given)	87	96	98	84	95	73	69	81	62
CCCCCC(=O)OC1CCC(C(C)(C)C)CC1 (stereo not given)	111	104	105	100	98	101	88	101	95
O=c1oc2c(cnc3ccccc32)cc1-c1ccccc1	95	100	97	93	94	x	93	100	86
CC(C)(C)NC(=O)C1(N2C(=O)c3ccccc3C2=O)CCCC1	93	99	92	116	106	107	93	104	114
Cc1ccc(-c2nn(-c3ccccc3)cc2/C=C/C(=O)NNC(=O)Nc2ccc(Cl)cc2)cc1	94	100	97	108	94	92	100	95	91
N=C1C(c2nc(-c3ccc(Br)cc3)cs2)=C(O)CN1Cc1cccnc1	76	37	60	38	82	87	15	57	57
CNC(=O)c1cc(Oc2ccc3nc(NC(=O)CN4CCN(c5ccc(F)cc5)CC4)sc3c2)ccn1	78	50	84	84	56	78	74	87	56
NCCN1C(=O)CSC1=O	100	102	101	104	94	87	88	99	x
COc1ccc(/C=C/C(=O)c2ccc(-n3cc(CN4CCN(c5cc6c(cc5F)c(=O)c(C(=O)O)cn6C5CC5)CC4)nn3)cc2)cc1OC	45	67	7.1*	60	51	54	65	11	60
Cn1c(=O)c2c(ncn2CCOC(=O)C(C)(C)Oc2ccc(Cl)cc2)n(C)c1=O	103	96	97	104	107	77	122	96	99
COc1cc(/C=C/c2c(-c3ccc(F)cc3)nc3sc(-c4ccccc4)c(-c4ccccc4)n23)cc(OC)c1OC	86	92	83	93	92	86	71	87	69
CC(C)(O)CCc1ccc(O)cc1	96	101	93	107	102	80	103	102	103
c1ccc(CC[n+]2cccc3ccccc32)cc1	88	109	98	97	78	66	71	70	97
CN(C)CCOC1(Cc2ccc(Cl)cc2Cl)CCC(C(C)(C)C)CC1 (stereo not given)	-26*!	-70*	47&40	35&46	37&33	63&64	44&47	-100*	22&36
Cc1ccccc1NC(=O)Cc1csc2[n+]1C(=O)/C(=C/c1ccc([N+](=O)[O-])cc1)S2	102	100	104	96	93	75	81	92	93
O=C(O)C(=Cc1c2ccccc2cc2ccccc12)C(=O)O	101	100	97	108	91	83	104	101	100

One compound at a time, as listed above. Screens in order: SNB-19 | SF-295 | SF-539 | SF-268 | NCI-H23 | A498 | SNB-75 | U251 | CAKI-1
CC1(C)CCC(=S)N1 is entered as 100 | 100 | 96 | 95 | 102 | 103 | 95 | 106 | 95
NS(=O)(=O)c1ccc(NC(=O)Nc2nccs2)cc1 is entered as 107 | 90 | 97 | 98 | 101 | 92 | x | 107 | 96
COc1ccc(/C=C/C(=O)c2ccc(-n3cc(CN4CCN(c5cc6c(cc5F)c(=O)c(C(=O)O)cn6C5CC5)CC4)nn3)cc2)cc1OC is entered as 45 | 67 | 7.1* | 60 | 51 | 54 | 65 | 11 | 60
Cc1ccccc1NC(=O)Cc1csc2[n+]1C(=O)/C(=C/c1ccc([N+](=O)[O-])cc1)S2 is entered as 102 | 100 | 104 | 96 | 93 | 75 | 81 | 92 | 93
N=C1C(c2nc(-c3ccc(Br)cc3)cs2)=C(O)CN1Cc1cccnc1 is entered as 76 | 37 | 60 | 38 | 82 | 87 | 15 | 57 | 57

Arranged by molar mass (lowest first): some entries from above.
SMILES	SNB-19	SF-295	SF-539	SF-268	NCI-H23	A498	SNB-75	U251	CAKI-1
CN(C)CCOC1(Cc2ccc(Cl)cc2Cl)CCC(C(C)(C)C)CC1 (stereo not given)	-26*!	-70*	47&40	35&46	37&33	63&64	44&47	-100*	22&36
CC(C)(C)OC(=O)N1C(=O)c2c(c3c4cc(Br)ccc4[nH]c3c3ccc4ccccc4c23)C1=O	103	108	94	102	x	100	97	99	94
O=C(Nc1ccc(Cl)cc1)Nc1ccccc1CNc1nc(Nc2ccc(OCCN3CCCC3)cc2)ncc1Cl	42	89	78	42	34	76	-17*	x	5.7*

The main list resumes with the 4 entries that preceded the break.
SMILES	SNB-19	SF-295	SF-539	SF-268	NCI-H23	A498	SNB-75	U251	CAKI-1
c1ccc(CC[n+]2cccc3ccccc32)cc1	88	109	98	97	78	66	71	70	97
CN(C)CCOC1(Cc2ccc(Cl)cc2Cl)CCC(C(C)(C)C)CC1 (stereo not given)	-26*!	-70*	47&40	35&46	37&33	63&64	44&47	-100*	22&36
Cc1ccccc1NC(=O)Cc1csc2[n+]1C(=O)/C(=C/c1ccc([N+](=O)[O-])cc1)S2	102	100	104	96	93	75	81	92	93
O=C(O)C(=Cc1c2ccccc2cc2ccccc12)C(=O)O	101	100	97	108	91	83	104	101	100
COc1cc(-c2cc(-c3ccc(Nc4ccnc5cc(Cl)ccc45)cc3)nc(N3CCOCC3)n2)cc(OC)c1OC	29	7.0*	33	11	0.5*	102	-25*	-57*	x
Cc1ccc(Br)cc1C(=O)O	106	91	108	101	101	114	98	109	97
COc1ccc(-c2ccc(NC(=O)Nc3ccc(Cl)cc3)c(C)n2)cc1OC	105	100	95	95	90	81	88	100	x
CCOC(=O)c1[nH]c(=S)n(-c2ccccc2)c1C(=O)OCC	106	96	104	108	100	x	106	103	96
CCNc1ccc(Nc2ncnc3c2cnn3CC(C)=O)cc1	102	102	100	96	99	x	94	94	102
Cc1ccc2[nH]c(=O)cc(-n3nc(C#N)c(C#N)c3N)c2c1	101	91	91	94	101	103	102	100	93
O=C(Nc1cccc2cccnc12)c1cc(C(=O)c2ccc(Cl)cc2)n2c1ccc1c3ncccc3ccc12	88	94	85	86	87	89	77	72	86
CCCCc1nc(Cl)c(C2CC(c3ccc4c(c3)OCO4)=NN2c2cc(Cl)cc(Cl)c2)[nH]1 (stereo not given)	92	91	101	86	94	96	94	84	x
O=C(CSc1nnc(COc2cnc3ccccc3n2)o1)Nc1cccc(Cl)c1	108	101	102	101	90	93	90	106	89
COc1nc(N)c(NS(=O)(=O)c2ccc(C(C)=O)cc2)c(=O)n1C	107	96	108	97	96	100	83	109	95
CSc1nc(=O)[nH]nc1Sc1ccccc1	102	89	108	96	98	93	x	105	96
O=C(NCc1ccncc1)Nc1ccc(Cc2ccc(NC(=O)NCc3ccncc3)cc2)cc1	101	75	95	92	94	80	95	91	104
